GRIN3A LBD mod: modulates the human NR3A ligand-binding domain; NR3A LBD differential scanning fluorimetry, Tm shift; 0% = protein alone, 100% = glycine-bound protein; Tm shift relative to glycine control, % at 25 µM; hit rate 2.5% among 340,000;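 active means melting temperature shift of at least 10% of the positive control shift, at one fixed dose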
hIAP activ: human IAP activation; activation factor at 10 µM; purified human IAP, CDP-Star luminescence, 30 min; stronger effect = higher value; 1 = vehicle-only enzyme, 0 = enzyme-free background; P09923; hit rate 0.16% among 330,000;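 active means activation factor of the enzyme at least 2-fold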; further: the source names both 10 and 20 µM as test concentration; values of inactives mirror those of a sister screen read the other way
Target sequence (P09923 whole entry, looked up): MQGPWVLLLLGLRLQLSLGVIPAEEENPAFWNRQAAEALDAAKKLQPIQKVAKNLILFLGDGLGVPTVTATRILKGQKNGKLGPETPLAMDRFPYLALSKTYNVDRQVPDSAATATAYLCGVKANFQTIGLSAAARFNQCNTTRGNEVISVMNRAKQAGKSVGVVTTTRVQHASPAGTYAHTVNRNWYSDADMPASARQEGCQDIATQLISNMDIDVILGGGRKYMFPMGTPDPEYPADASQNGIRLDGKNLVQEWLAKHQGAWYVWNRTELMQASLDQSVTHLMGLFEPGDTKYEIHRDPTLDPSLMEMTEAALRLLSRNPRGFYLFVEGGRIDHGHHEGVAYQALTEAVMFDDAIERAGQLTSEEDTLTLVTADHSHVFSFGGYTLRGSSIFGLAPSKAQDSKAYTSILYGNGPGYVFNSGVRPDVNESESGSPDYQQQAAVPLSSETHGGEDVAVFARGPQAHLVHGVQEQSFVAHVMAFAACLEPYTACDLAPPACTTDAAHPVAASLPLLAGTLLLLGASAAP
beta cell repl: induces beta-cell replication in MIN6 cells. proliferation, % at 10 µM. hit rate 0.29% among 330,000. MIN6 cells proliferation, ATPlite luminescence, 48 h; cells starved in 0.2% serum; 100% = growth in 10% serum;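 active means compounds whose signal lies at least 3.5 SD above the mean of all wells on their plate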;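 further: 0% = DMSO-treated cells in low-serum medium and 100% = 10% serum control; some compounds called inactive have numbers as strong as hits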
hIAP inh: human IAP inhibition; P09923; purified IAP, CDP-Star luminescence, 30 min; inhibition, % at 10 µM; hit rate 0.12% among 330,000; AID 2544;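 active means inhibition reaching a set limit with compound at 10 µM in the primary screen, cut at about 35% in these data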;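 further: plate controls were DMSO wells with enzyme for no effect and no-enzyme buffer wells for full effect; values of inactives mirror those of a sister screen read the other way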
APOBEC3A inh: inhibitors of human APOBEC3A DNA deaminase | P31941 | recombinant A3A, FAM/TAMRA ssDNA deamination fluorescence | inhibition, % at 20 µM | hit rate 0.41% among 330,000 | AID 493011;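 active means at least 40% inhibition at 20 µM here, with at most 30% in a related deaminase screen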;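 further: plate controls were A3A with DMSO for no effect and wells lacking A3A enzyme for full effect; some results filed as inactive read as strong as hits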
mIAP activ: mouse IAP activation | muIAP, CDP-Star luminescence, 30 min; stronger effect = higher value; 1 = vehicle-only enzyme signal, 0 = enzyme-free wells | activation factor at 10 µM | hit rate 0.24% among 330,000;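 active means activation factor of at least 2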; further: the source names both 10 and 20 µM as test concentration; values of inactives mirror those of a sister screen read the other way
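also added = chemiluminescent substrate CDP-Star | test system = mouse IAP enzyme | signal = chemiluminescence readout | compound = DMSO-dissolved test compounds | incubation = 30 min at room temperature | benchmarks = DMSO wells, no-enzyme wells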
A3G deaminase: inhibitors of human APOBEC3G DNA deaminase; AID 493012; recombinant A3G, ssDNA deamination FAM/TAMRA fluorescence; inhibition, % at 20 µM; Q9HC16; hit rate 0.28% among 330,000;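 active means inhibition of at least 40% at 20 µM, with no more than 30% in the related APOBEC3A deaminase screen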;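 further: plate controls were DMSO wells with A3G for no effect and wells lacking A3G enzyme for full effect; some compounds called inactive have numbers as strong as hits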
Target sequence (Q9HC16 whole entry, looked up): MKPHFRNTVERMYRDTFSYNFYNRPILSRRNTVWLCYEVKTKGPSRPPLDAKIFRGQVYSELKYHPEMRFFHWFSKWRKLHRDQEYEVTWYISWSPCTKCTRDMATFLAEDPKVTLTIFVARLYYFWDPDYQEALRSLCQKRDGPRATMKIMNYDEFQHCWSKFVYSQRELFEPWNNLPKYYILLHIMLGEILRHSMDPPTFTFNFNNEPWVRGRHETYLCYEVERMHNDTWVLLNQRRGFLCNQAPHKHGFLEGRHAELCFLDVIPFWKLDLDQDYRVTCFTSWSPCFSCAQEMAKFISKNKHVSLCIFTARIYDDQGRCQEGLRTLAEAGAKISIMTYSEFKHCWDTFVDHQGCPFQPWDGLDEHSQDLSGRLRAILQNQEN
mIAP block: mouse IAP inhibition | AID 2806 | inhibition, % at 10 µM | purified mouse IAP, CDP-Star luminescence, 30 min | hit rate 0.2% among 330,000;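 active means inhibition of at least 40% at 10 µM in the primary screen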;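 further: plate controls were DMSO with enzyme for no effect and no enzyme wells for full effect; values of inactives mirror those of a sister screen read the other way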
MPTP inh: blocks calcium-induced mitochondrial swelling. hit rate 1.4% among 360,000. inhibition, % at 10 µM. isolated mouse mitochondria, Ca2+ swelling absorbance, 30 min;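 active means inhibition of 50% or more, scaled per plate between neutral and stimulator controls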;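 further: 0% = DMSO wells given calcium and 100% = 1 mM EGTA wells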
* marks the source's active call; other numbers are inactive results.

SMILES	GRIN3A LBD mod	hIAP activ	beta cell repl	hIAP inh	APOBEC3A inh	mIAP activ	A3G deaminase	mIAP block	MPTP inh
Cc1ccc(S(=O)(=O)N2CCOCC2)cc1C(=O)N1CCC(Cc2ccccc2)CC1	-1	1.1	-4	-11	-4	1.1	-2	-11	-1.6
C(#Cc1c(-c2ccsc2)sc2ccccc12)c1ccsc1	0	1.1	-5	-7	3	0.99	-4	1	1.9
Cc1ccc(C)c(S(=O)(=O)N/N=C/c2ccc(F)cc2)c1	-20	0.98	-3	2	1	1	-4	-2	0.6
COCc1c(C(=O)N/N=C/c2c[nH]c3ccccc23)nnn1-c1nonc1N	18*	1.2	-5	-15	-1	1	-6	-1	2.5
CCOc1ccccc1N1CCN(C(=O)[C@@H]2CCCN2C2=NS(=O)(=O)c3ccccc32)CC1	0	0.92	-2	8	1	0.94	3	6	-0.5
Cc1ccc(C)c(N(C(=O)c2ccco2)C(C(=O)NC2CCCC2)c2ccco2)c1 (centres undefined)	1	0.95	5.7*	5	1	1	-6	0	-0.7
COc1ccc(/C=N/NC2=NS(=O)(=O)c3ccccc32)cc1OC(C)=O	0	1.3	4	-29	-2	0.94	-7	6	-1.4
CC(=O)c1cccc(NC(=O)N2CCC(C(=O)c3ccc(F)cc3)CC2)c1	-2	1.2	-1	-19	2	1.1	5	-14	-2.1
C[N+]1(CC(=O)OCCCc2ccccc2)CCOCC1	-1	0.96	2	4	69*	1	24	-3	1.1
COc1ccc(C(=O)CCS(=O)(=O)c2ccc(C)cc2)cc1OC	1	1.1	-7	-7	-2	0.99	-4	1	-0.7
Cc1cc(=O)oc2cc(OCC(=O)N3CCCC(C)C3)ccc12 (centres undefined)	0	1.1	-3	-13	-2	1	-1	-3	-6.7
COC(=O)c1cc(S(=O)(=O)NCCc2ccc(SC)cc2)c[nH]1	1	0.77	-2	23	-4	1	-3	-2	2.1
Cc1ccc(C)c(NC(=O)CCC(=O)N/N=C2/CC(=O)CC(C)(C)C2)c1	-1	0.95	0	5	12	0.74	0	26	-1.3
NS(=O)(=O)c1cccnc1Nc1ccc(Cl)c(Cl)c1	-11	1.1	1	-12	-7	0.95	-9	5	1.6
N/C(=N\c1nc2c(c(=O)[nH]1)CCC2)Nc1ccccc1	-2	1.1	-1	-12	0	0.99	-3	1	-0.1
CC1CCN(c2ccc3nnc(CCC(=O)NCCCOC(C)C)n3n2)CC1	1	1.1	-1	-12	1	1	-3	0	0.2
O=C(O)c1sccc1Oc1ccc(NS(=O)(=O)c2cccc(F)c2)cc1	-6	1	-3	0	-1	1	-3	-4	0.2
COC(=O)C1CCCN1C(C(=O)NC1CCCCC1)c1ccc(Cl)cc1 (centres undefined)	-1	1.3	-1	-31	-1	1	-10	-5	-0.7
Cc1ccc(C)c2c(SC(C)C(=O)NCc3ccco3)nc(-c3ccccc3)nc12 (centres undefined)	-1	0.99	-1	1	-17	0.86	-7	14	-5.6
O=C(N/N=C/c1ccco1)c1cnccn1	0	0.94	-3	6	2	0.87	1	13	-0.2
CSc1nc(O)c(C(c2ccc(O)cc2)c2c(O)nc(SC)[nH]c2=O)c(=O)[nH]1	-2	1	4	-2	-1	0.83	-2	17	2.8
CN(C)CCNC(=O)c1sc2cccc(F)c2c1Cl	1	0.93	-1	7	0	1	-2	-3	0.3
O=C(NC1CCCCC1)c1ccc(N2CCOCC2)c([N+](=O)[O-])c1	-1	0.85	0	15	-5	0.92	-10	8	-0.2
N/C(=N\c1nc2c(c(=O)[nH]1)CCCC2)Nc1ccccc1Sc1ccccc1	-3	1	-4	-1	-2	1.1	-7	-10	1.1
COc1ccc(/C=N/c2nc3ccccc3n2C)cc1OC	0	1	-3	-1	2	0.96	2	4	-0.7

Brought forward from above: 3 compounds, followed by the next part.
SMILES	GRIN3A LBD mod	hIAP activ	beta cell repl	hIAP inh	APOBEC3A inh	mIAP activ	A3G deaminase	mIAP block	MPTP inh
O=C(NC1CCCCC1)c1ccc(N2CCOCC2)c([N+](=O)[O-])c1	-1	0.85	0	15	-5	0.92	-10	8	-0.2
N/C(=N\c1nc2c(c(=O)[nH]1)CCCC2)Nc1ccccc1Sc1ccccc1	-3	1	-4	-1	-2	1.1	-7	-10	1.1
COc1ccc(/C=N/c2nc3ccccc3n2C)cc1OC	0	1	-3	-1	2	0.96	2	4	-0.7
CCOc1ccc(OCC(=O)Nc2c3c(nn2C(C)(C)C)CS(=O)(=O)C3)cc1	5	0.92	2	8	-6	1	-8	0	1.2
O=C1CCC(C(=O)Nc2cccc(S(=O)(=O)Nc3ccccc3F)c2)=NN1	13*	0.86	-6	14	5	0.78	73*	22	-1.1
N#Cc1nc(-c2ccccc2Cl)oc1N1CCOCC1	-2	0.84	-4	16	1	1.1	8	-11	-0.1
Cc1ccc(NC(=S)Nc2nc(CC(=O)Nc3ccccc3)cs2)cc1	17*	1.3	-2	-33	-5	0.91	-7	10	78*
COc1ccc(/C=C(\NC(=O)c2cccs2)C(=O)Nc2ccccc2C)cc1OC	-12	0.96	1	4	-3	0.92	-9	8	0.8
CC1CC2=C(NC(=S)NC2c2ccccc2F)/C(=C/c2ccccc2F)C1 (centres undefined)	-1	1.1	-5	-9	-2	1	-6	-1	-1.8
CN(C)c1nc(Oc2ccc(/C=N/O)cc2)nc(N(C)C)n1	2	1.1	1	-10	-3	0.94	-1	6	4.4
O=C(CN1C(=O)c2ccccc2C1=O)NCc1ccc(F)cc1	-1	1.2	-1	-21	-1	1	-7	-2	-1.0
C=CCNc1nc(N)c(C(=C(C#N)C#N)c2ccccc2)s1	-4	1.1	0	-9	-1	1	-4	0	1.2
Cc1cc(OCc2nc(-c3ccncc3)no2)cc(C)c1Cl	3	0.98	-3	2	-5	0.92	-6	8	3.5
C=C[C@@]1(C)CC(=O)[C@]2(O)[C@@]3(C)[C@@H](O)CCC(C)(C)[C@@H]3[C@H](O)[C@H](OC(C)=O)[C@@]2(C)O1	3	0.94	17*	6	2	0.96	-5	4	0.1
C/C(CC(=O)NCCc1ccccc1)=N\NC(=O)COc1ccc(Br)cc1	1	1	-3	0	-3	0.94	-4	6	-2.0
CC1=C(C(=O)OC2CCCCC2)C(c2ccco2)n2ncnc2N1 (centres undefined)	-3	1	-1	-3	1	0.9	-2	10	1.6
CCOC(=O)CSc1ccc(-c2nc3cc(C)c(C)cc3[nH]2)cn1	-6	1.1	-6	-13	-4	1	-7	-5	2.3
Cc1ccc(C)c(N(C(=O)Cn2nnc(-c3cccs3)n2)C(C(=O)NC2CC2)c2ccc(C)o2)c1 (centres undefined)	-1	1.1	0	-8	0	1	1	-2	0.4
Cn1ncc(Br)c1C(=O)NC(=S)N1CCN(c2ccccn2)CC1	-2	0.96	-1	4	-2	0.94	-2	6	-0.7
Cn1c(-c2ccc(C(C)(C)C)cc2)n[nH]c1=S	0	0.91	0	9	-3	0.97	41*	2	-2.6
COC(=O)N/N=C\c1cc(Br)ccc1OCc1ccccc1	-26	0.95	-1	5	0	1	-3	0	1.4
Cn1c(=O)oc2cc(S(=O)(=O)Nc3cccc(C(=O)O)c3)ccc21	-1	1.2	4	-15	3	0.97	-2	3	0.7
O=C(O)CCCC(=O)N1CCN(c2nc(-c3ccccc3Cl)c3cc(Br)ccc3n2)CC1	-6	0.81	-3	19	4	0.98	-3	2	-0.7
O=C(COc1coc(CN2CCN(c3ccccc3F)CC2)cc1=O)NCC1CCCO1 (centres undefined)	1	1.1	1	-8	0	0.96	-2	4	-2.8
Cc1cccc(OCC(=O)N/N=C/c2sc(=O)n(Cc3cccc(C(=O)O)c3)c2Cl)c1	-1	1.1	0	-7	1	0.94	0	6	0.2
O=S(=O)(c1ccccc1)N1CCCC1c1cccs1 (centres undefined)	0	0.47	-1	53*	-2	0.95	-6	5	2.0
O=c1oc2ccccc2c(NCCc2ccccc2)c1[N+](=O)[O-]	-1	0.83	0	17	-1	0.91	-6	9	3.7
c1cc2ccc3ccc(CN4CCOCC4)c4ccc(c1)c2c34	2	0.96	0	4	-2	0.97	-2	3	-0.2
SMILES	GRIN3A LBD mod	hIAP activ	beta cell repl	hIAP inh	APOBEC3A inh	mIAP activ	A3G deaminase	mIAP block	MPTP inh
Cc1cnc(C(=O)OCC(=O)Nc2ccc(Cl)cc2)cn1	-1	1.1	-3	-9	0	0.97	-5	3	0.5
C/C(=N\NC(=O)c1nnn(-c2nonc2N)c1CN1CCc2ccccc21)c1ccccc1O	1	0.93	-8	7	-6	0.92	-5	8	-0.2
CCCCNC(=O)Nc1cnn(CC)c1C(N)=O	-2	1.1	0	-12	4	0.99	0	1	5.4
Cc1cccc2cc(C#N)c(NCCNS(=O)(=O)c3ccc4c(c3)OCCO4)nc12	-10	0.93	-1	7	0	0.94	2	6	0.8
CCN1CCN(C(=O)CCc2nnc3ccc(N4CCC5(CC4)OCCO5)nn23)CC1	2	1.1	0	-6	-1	0.93	-3	7	2.3
Cc1ccc(N=Cc2c(O)n(-c3nccs3)c(=O)c3ccccc23)cc1	0	0.96	0	4	-7	0.91	-9	10	1.3
O=C(O)c1cccc(NC(=O)c2cccc(S(=O)(=O)N3CCc4ccccc43)c2)c1	0	1.1	0	-11	-4	1	-1	-3	-0.8
CCc1ccc(NC(=O)c2ccc(Cn3cc([N+](=O)[O-])cn3)cc2)cc1	2	1.1	-1	-11	3	0.95	0	5	-1.1
O=C(COc1ccc(-c2nnco2)cc1)NC1CCS(=O)(=O)C1 (centres undefined)	1	1	3	0	2	1	1	0	1.6
COc1ccc(-c2nnnn2-c2ccccc2OC)cc1	1	1.3	-3	-32	-2	0.93	-4	7	-1.4
COc1cc(/C=C/C(=O)OCC(=O)NNC(=O)c2cc(Cl)ccc2OC)ccc1O	-4	1.1	-4	-14	-4	0.99	-7	1	-0.4
CCOc1ccc(NC(=O)COC(=O)c2ccc3c(c2)OCO3)cc1	-3	0.8	2	20	-6	1.1	-7	-8	-0.9
CC1CCc2c(sc3ncnc(SCC(=O)N(C)C4CCS(=O)(=O)C4)c23)C1 (centres undefined)	0	1.1	-2	-11	-9	0.91	-3	9	-1.3
COc1cc(OC)cc(N2CC(C)(C)C2=O)c1	-2	0.88	2	12	-4	0.88	-7	12	0.5
COC(=O)c1cc(S(=O)(=O)N2CCN(c3cccc(OC)c3)CC2)cn1C	0	0.94	-2	6	-3	0.94	-3	6	-0.9
O=C1Nc2ccccc2O/C1=C\c1c(F)cccc1Cl	3	0.94	0	6	0	0.95	-2	5	1.5
COc1ccccc1C(=O)NC(=O)CSc1ccc(C)c(C)c1	2	0.95	-4	5	-1	1.1	6	-10	0.4
O=C1CN(C(=O)COC(=O)C2CCN(S(=O)(=O)c3ccccc3C(F)(F)F)CC2)c2ccccc2N1	10	0.98	2	2	3	0.97	-3	3	1.6
O=C(NN1C(=O)c2ccccc2NC1c1ccccn1)c1ccc(Br)cc1 (centres undefined)	0	1.2	0	-17	0	0.9	-2	10	-0.7
Cc1cccc(-n2c(Cc3ccccc3)nnc2SCc2ccc([N+](=O)[O-])cc2)c1	0	0.82	-6	18	-3	0.86	-6	14	4.8
COc1ccc(C(=O)N2CCN(S(=O)(=O)c3ccc4c(c3)OCCO4)CC2)cc1OC	-3	0.97	-5	3	0	0.95	-6	5	-3.2
COc1cc(OC)cc(C(=O)Nc2cccc(-c3ccc(N4CCOCC4)nn3)c2)c1	2	1.1	-6	-10	-1	0.92	-2	8	3.7
CCc1nnc(NS(=O)(=O)c2ccc(NC(=O)/C=C/c3ccc(OC)cc3OC)cc2)s1	5	0.97	0	3	1	0.8	5	20	-1.5
CC(C)c1nc2sc3c(c2c(=O)n1N)CC(C)(C)OC3	-1	0.93	0	7	-4	1	-5	-2	-0.5

Screening data as filed in PubChem BioAssay.
